# RTF Ca sens inh – cardiac RTF calcium desensitization | IANBD-labeled cardiac RTF, Ca2+ fluorescence | inhibition, % at 7.15 µM | AID 493244 | 340,000 tested, 0.12% active | P19429+P45379;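 active means inhibition above the mean inhibition of all tested compounds plus 3 SD, cut at about 17% in these data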;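 further: assay run at fixed EC70 calcium of 1.6 mM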
# Pemphigus Ab inh – blocks pemphigus antibody binding to human desmoglein-3; P32926; DSG3-coupled beads, scFv-anti-DSG3-GFP binding, flow cytometry; stronger effect = lower value; binding (percent of control), % at 10 µM; 310,000 tested, 0.48% active;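 active means binding more than 3 SD below its plate's average and above zero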;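 further: hits lower antibody fragment binding to DSG3; some compounds called inactive have numbers as strong as hits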
# Wnt bcat act – Wnt/beta-catenin pathway activation; Wnt/beta-catenin reporter cell assay, activator, plate reader; 300,000 tested, 1.2% active; activation, % at 9.35 µM; in the data active means activation above about 30%, passing the limit was not always enough;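 further: 0% = neutral control wells and 100% = positive control wells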
# RTF Ca sens act – increases calcium sensitivity of human cardiac regulated thin filaments; P19429+P45379; IANBD-labeled TnC RTF fluorescence at EC20 calcium; 0% EC20 calcium, 100% full calcium; activation, % at 7.2 µM; 340,000 tested, 0.24% active; AID 493008;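 active means activation above the mean over all tested compounds plus 3 SD, cut at about 30% in these data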;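 further: rise in fluorescence read as greater calcium sensitivity of cardiac thin filaments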
# LANA DNA inh – KSHV C-LANA DNA binding inhibition; MBP-C-LANA/FAM-LBS DNA binding, fluorescence polarization; inhibition, % at 9 µM; 340,000 tested, 0.078% active; AID 504423;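 active means highest replicate inhibition at or above 60% at 9 µM, even if other replicates fall short; inactive means all replicates below 60% inhibition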;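 further: 0% = neutral control wells and 100% = 4 µM acridine orange control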
# OPRM1-OPRD1 ag – OPRM1-OPRD1 heterodimerization agonism | 340,000 tested, 0.3% active | P35372+P41143 | activation, % at 9.3 µM | AID 504326 | cells, luminescence; in the data active means activation above about 18%;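 further: 0% = vehicle-treated cells and 100% = reference agonist; values of inactives mirror those of a sister screen read the other way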
# V-ATPase pH – regulators of yeast V-ATPase proton transport | response, % at 10 µM | S. cerevisiae, pHLuorin cytosolic pH fluorescence | 350,000 tested, 0.37% active; in the data active means response mostly above about 7.3%, no sharp cut-off; inactive means mostly below about 5.4%; further: actives read high; inactives centre near 0; some compounds called inactive have numbers as strong as hits; reference of the scale not given here
# Arrestin-AP2 inh – blocks beta-arrestin peptide binding to AP2 adaptin; FITC-arrestin peptide / GST-AP2 beads, flow cytometry; AP2 beta2 appendage carries R879A mutation; inhibition, % at 10 µM; 340,000 tested, 0.31% active; AID 504490;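 active means inhibition above a set limit, near 3 SD of compounds lacking own fluorescence, cut at about 54% in these data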;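 further: plate controls were DMSO wells for no effect and 5 µM unlabelled arrestin peptide for full effect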
#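 test system = AP2 appendage R879A on GSH beads | buffer or medium = PBS plus Tween 20 (0.05%) and BSA (0.1%) | incubation = 12 min plus 1 h, RT | detection = bead flow cytometry, FITC channel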
# MOR-DOR inv ag – inverse agonists of human mu-delta opioid receptor heterodimerization; P35372+P41143; cell-based MOR-DOR heterodimer luminescence, inverse agonism; inhibition, % at 9.3 µM; 340,000 tested, 0.21% active; AID 504357; in the data active means inhibition above about 22%, passing the limit was not always enough;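 further: 0% = cells with DMSO and 100% = wells without cells with DMSO; values of inactives mirror those of a sister screen read the other way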
# Keap1 Nrf2 FP – inhibitors of human Keap1-Nrf2 protein-protein interaction; inhibition, % at 9.4 µM; Keap1 Kelch-Nrf2 peptide fluorescence polarization, 1536-well; 340,000 tested, 0.15% active; in the data active means inhibition above about 12%;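 further: human Keap1 Kelch domain with fluorescein labeled Nrf2 9mer peptide probe; 0% = neutral control wells and 100% = peptide positive control; higher means more block of Keap1 binding to Nrf2 peptide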
# Target sequence (Q14145 whole entry, looked up, the tested form may be a part): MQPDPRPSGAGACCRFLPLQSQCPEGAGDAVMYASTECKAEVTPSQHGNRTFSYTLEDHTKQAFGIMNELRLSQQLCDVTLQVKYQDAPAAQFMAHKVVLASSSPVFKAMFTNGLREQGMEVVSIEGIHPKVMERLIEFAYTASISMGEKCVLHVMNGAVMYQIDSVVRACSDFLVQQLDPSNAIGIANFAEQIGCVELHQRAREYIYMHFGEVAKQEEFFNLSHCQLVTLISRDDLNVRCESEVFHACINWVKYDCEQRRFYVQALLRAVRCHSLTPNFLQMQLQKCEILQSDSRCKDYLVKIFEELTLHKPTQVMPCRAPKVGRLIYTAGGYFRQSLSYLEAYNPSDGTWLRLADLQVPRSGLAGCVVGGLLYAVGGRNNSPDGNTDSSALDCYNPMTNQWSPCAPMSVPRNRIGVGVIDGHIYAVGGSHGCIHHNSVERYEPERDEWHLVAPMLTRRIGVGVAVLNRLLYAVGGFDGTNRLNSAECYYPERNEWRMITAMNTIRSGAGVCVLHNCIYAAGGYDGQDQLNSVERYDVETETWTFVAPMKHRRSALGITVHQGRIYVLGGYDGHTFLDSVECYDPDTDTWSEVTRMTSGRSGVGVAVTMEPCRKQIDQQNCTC
# * hit, by the source's call; · = no result given.
SMILES,RTF Ca sens inh,Pemphigus Ab inh,Wnt bcat act,RTF Ca sens act,LANA DNA inh,OPRM1-OPRD1 ag,V-ATPase pH,Arrestin-AP2 inh,MOR-DOR inv ag,Keap1 Nrf2 FP
Cc1ccc(C)c(N=Cc2cc3c(cc2[N+](=O)[O-])OCO3)c1,0.5,92.4,-1.1,7.6,-1.0,2.4,-5.2,6.8,-12.6,-2.5
CCc1ccc(NC(=O)COC(=O)c2cccs2)cc1,-0.7,103.0,4.2,-3.5,-0.1,0.5,-2.7,-2.5,-4.3,-1.1
CCOc1ccc(NC(=O)C[n+]2ccccc2)cc1,12.8,103.3,-1.7,0.9,-0.8,-2.6,0.4,38.2,13.3,-2.1
CCCOc1ccc(N2C(=O)CC(N(CCc3ccc(OC)c(OC)c3)C(=S)Nc3ccccc3)C2=O)cc1 (stereo not drawn),-6.2,94.8,·,-3.6,0.4,0.1,0.7,14.3,-0.6,1.2
COCCn1c(C)cc(C(=O)COC(=O)CCS(=O)(=O)c2ccc(C)cc2)c1C,-0.4,92.5,2.8,-6.6,0.1,0.2,1.1,13.1,-1.4,0.6
CN(C(=O)CSC1=NCCS1)c1ccccc1,1.6,101.7,·,-3.4,0.8,-0.1,0.3,22.6,0.3,-3.0
CC1(C)CC[C@]2(C(=O)O)[C@H](O)C[C@]3(C)C(=CCC4[C@@]5(C)C[C@H](O)[C@H](O)[C@@](C)(CO)C5CC[C@]43C)[C@@H]2C1 (stereo partly drawn),-5.0,98.5,-1.2,-0.2,1.2,-2.4,-2.5,-3.8,12.1,-6.2
Cc1ccc([N+](=O)[O-])cc1NC(=O)CN1CCCCC1,6.0,104.3,·,-6.6,2.0,0.5,0.8,-2.7,-2.5,-2.2
S=C(NCCCN1CCOCC1)N1CCN(c2cccc(Cl)c2)CC1,-1.0,104.9,-3.2,-4.3,7.2,1.3,-2.9,42.7,-10.5,3.0
CSc1ccccc1NC(=O)COC(=O)/C=C/c1ccco1,0.0,131.2,·,8.9,2.4,-3.2,1.6,-2.0,16.7,-4.8
Oc1c(Br)cc(Br)cc1C=NCc1ccc(F)cc1,-11.2,99.8,-0.7,3.6,-0.8,4.9,-5.0,-3.5,-25.6,3.0
Cc1ccc(-n2c(C)c3c(C)nnc(C)c3c2C)cc1C,-6.4,99.8,·,0.1,0.1,-0.4,0.4,2.7,2.3,-3.8
Cn1c(N)c(S(=O)(=O)N2CCCC2)c(=O)n(C)c1=O,-6.3,93.4,30.3*,-1.0,-0.5,-2.5,-4.3,-24.3,13.2,3.8
CCc1nc(SCC(=O)N2CCN(c3ccccc3)CC2)c2oc3ccccc3c2n1,-5.0,99.1,·,0.5,0.8,-1.7,-2.9,24.3,9.8,1.5
Cc1ccc(S(=O)(=O)N2CCN(c3ccc4nnc(-c5ccccc5)n4n3)CC2)cc1,-2.8,99.8,1.5,3.3,0.1,-1.9,-3.2,18.1,11.3,-0.6
COc1ccc(-n2nc(C(=O)NCC(=O)N3CCCC3)c3ccccc3c2=O)c(OC)c1,5.1,101.7,2.4,-3.5,-1.6,-4.9,-2.8,-3.8,25.8,7.7
COc1ccccc1C(=O)N=Nc1c(O)[nH]c2ccc([N+](=O)[O-])cc12,3.9,107.5,7.8,-7.2,1.2,-2.3,-2.7,13.0,15.9,-3.9
Cc1cnc([N+](=O)[O-])n1CCOC(=O)NC(=O)c1c(F)cccc1F,3.5,111.5,-0.7,-0.9,-1.4,-2.3,-1.4,0.0,10.9,2.2
CCOC(=O)C1=C(O)C(=O)N(c2ccc(S(N)(=O)=O)cc2)C1c1ccc(OC)cc1OC (stereo not drawn),-3.1,98.1,17.2,-0.3,0.0,-3.3,2.7,-6.0,17.0,-2.0
CCOC(=O)c1c(NC(=O)c2cccs2)sc(C)c1CC,9.0,102.8,·,-4.4,-0.6,2.0,1.7,10.6,-11.8,-2.3
Nc1ncnc2c1ncn2[C@@H]1O[C@H](CNS(=O)(=O)c2ccc(-c3ccno3)s2)[C@@H](O)[C@H]1O,-5.5,96.5,1.0,-2.3,1.4,-3.1,0.0,-6.0,15.6,-4.3
O=C(Cc1ccccc1)NCc1ccncc1,-2.4,122.1,13.2,-3.8,1.0,-1.8,3.3,-6.8,9.2,-2.0
CN(c1ccccc1)S(=O)(=O)c1cc(C(=O)Nc2ccccc2N2CCOCC2)ccc1Cl,-0.4,112.1,5.6,2.1,-0.6,4.7,0.5,-8.6,-18.5,-3.1
COc1ccc(-n2c(=S)[nH]c3ncccc3c2=O)cc1,-6.5,97.9,-0.4,-1.1,0.9,0.9,-0.3,12.3,-4.5,0.2
C=CCNC(=S)N/N=C/c1ccc(-c2ccc(Br)cc2)o1,7.6,·,·,1.7,4.3,5.5,2.5,17.0,-28.7,-2.6
SMILES,RTF Ca sens inh,Pemphigus Ab inh,Wnt bcat act,RTF Ca sens act,LANA DNA inh,OPRM1-OPRD1 ag,V-ATPase pH,Arrestin-AP2 inh,MOR-DOR inv ag,Keap1 Nrf2 FP
CC(=O)Nc1ccc(S(=O)(=O)NCCC(=O)NCC2COc3ccccc3O2)cc1 (stereo not drawn),-0.9,115.7,-1.3,-2.2,0.0,-4.2,-5.5,22.3,21.4,1.8
CC(C)C(NC=C1C(=O)OC(C)(C)OC1=O)C(=O)O (stereo not drawn),-2.0,114.4,-1.3,6.5,0.8,0.9,-7.8,-3.8,-4.9,0.1
COc1ccc(OC)c(S(=O)(=O)NC2CC2)c1,-8.6,90.2,-10.1,6.5,-0.5,-1.6,-1.7,-7.2,9.5,0.8
COc1ccc(OC)c(NC(=O)c2cc(-c3cc(Cl)ccc3O)n[nH]2)c1,6.5,105.4,0.6,0.3,1.4,19.2*,-6.6,0.7,-111.7,5.4
CC[C@@H]1C(c2cccc(C)c2)=NN(c2ccccc2)[C@H]1C(=O)N1CCOC1=O,-3.0,100.8,-1.7,-7.7,-4.2,6.6,-0.1,1.9,-32.0,-5.8
C#Cc1ccc([C@H]2C=C(C(=O)NCc3nc4ccccc4[nH]3)O[C@@H](OCC)[C@@H]2CCCO)cc1,-3.6,103.3,-3.0,-0.9,0.8,-1.3,1.2,34.4,7.7,-0.7
Cc1cc(NC(=O)C(C)Sc2nc(-c3cccs3)nc3ccccc23)no1 (stereo not drawn),-10.7,103.7,1.3,-13.5,0.9,-0.2,-4.2,-5.0,0.9,-1.2
CC(C(=O)Nc1ccccc1F)N1CCN(S(=O)(=O)c2ccc(C(F)(F)F)cc2)CC1 (stereo not drawn),1.4,101.2,-2.9,-8.9,-1.0,0.8,-4.9,18.3,-5.4,0.6
CCCCn1c(=S)[nH]c2cc(S(=O)(=O)N3CCOCC3)ccc21,-11.5,102.5,3.3,-1.3,0.9,3.8,1.1,18.6,-15.6,2.9
Cc1c(C(=O)N2CCCC2)sc(NC(=O)c2ccco2)c1C#N,-15.5,100.0,·,5.4,-3.2,0.6,-5.4,11.6,-3.4,-1.4
O=c1[nH]c2ccc(Cl)cc2c(-c2ccccc2)c1N1CCN(c2ccccn2)CC1,2.9,98.1,-4.5,1.8,-0.6,0.7,2.3,12.9,-4.4,-3.9
COCCCNC(=S)Nc1ccc(S(=O)(=O)Nc2cc(OC)nc(OC)n2)cc1,-3.1,99.3,-1.6,-7.8,2.0,-1.3,-3.9,14.1,9.2,-7.1
COC(=O)c1ccccc1CCC(C)=O,-19.9,101.6,·,1.8,0.0,-1.6,-1.7,-6.4,9.0,1.2
O=C(CCC(=O)NNc1nc2ccccc2c2nc(-c3ccccc3)nn12)NCCCN1CCCC1=O,-0.6,84.4,-0.8,-3.9,0.1,-1.4,2.9,6.7,9.2,-3.0
O=C1CC(c2ccccc2F)c2c(c3ccccc3[nH]c2=O)O1 (stereo not drawn),8.9,106.5,7.3,-1.5,4.5,-2.3,1.3,-1.6,12.4,-0.5
COC(=O)CCCCCCCCC(O)CN1CCCCC1 (stereo not drawn),-7.6,85.2,·,6.1,-0.1,-2.3,-1.6,3.9,12.3,0.0
Cc1cc(C)n(-c2ccc(Cl)c(C(=O)O)c2)n1,-8.9,105.0,-1.5,11.2,-0.6,-2.5,4.0,23.6,12.6,-0.8
O=C(NNC(=O)c1cccs1)c1cccc(F)c1,-5.6,87.7,0.6,-1.2,-0.9,-2.9,0.7,2.5,15.1,1.4
Cc1ccc(CNC(=O)CN2C(=O)COc3ccc(S(=O)(=O)N4CCC(C)CC4)cc32)o1,-0.3,103.4,-0.3,0.2,1.2,-3.2,-1.5,-17.5,15.9,-7.0
O[C@@H]([C@H](O)[C@H](O)CBr)[C@H](O)CBr,6.3,88.5,0.5,7.5,2.8,-1.7,-1.6,19.8,9.2,2.2
COc1ccc(S(=O)(=O)n2nc(OC(C)=O)cc2N)cc1,-13.7,99.4,1.4,11.5,1.0,-2.2,5.6,-2.8,12.8,-5.1
CCOC(=O)c1cnc2cc(Cl)c(OC)cc2c1NCC1CCCO1 (stereo not drawn),-12.0,101.8,·,3.5,-0.9,-2.4,4.0,4.0,12.6,1.8
O=C(CC1C(=O)NC2CCCCC2N1C(=O)c1ccc([N+](=O)[O-])cc1)Nc1ccccc1 (stereo not drawn),-22.3,101.6,2.1,-2.1,-0.5,0.5,5.6,-1.0,-2.4,-1.2
CS(=O)(=O)N1CCC(C(=O)NCc2ccc(F)cc2Cl)CC1,-3.7,104.1,-2.0,7.9,-0.6,-0.6,4.8,1.4,3.5,-4.0
Cn1c(=O)[nH]c(=O)c2c1nc(N1CCCCC1)n2CCOc1ccccc1,4.3,92.4,·,-7.5,0.6,3.5,1.6,31.4,-16.0,1.2
CC(OC(=O)c1ccccc1NCCO)C(=O)NCC(=O)Nc1ccc(F)c(F)c1F (stereo not drawn),-3.8,104.2,0.8,1.1,0.1,-0.4,4.0,32.6,2.0,-1.7
COc1ccc(CNS(=O)(=O)CCNCc2ccccc2OC)cc1,-0.8,104.7,-0.5,-2.5,-1.1,-1.5,-0.3,0.8,7.1,0.1
Cc1cc(C)c2cc(CN(CCCO)S(=O)(=O)c3ccccc3F)c(=O)[nH]c2c1,-10.7,105.9,-1.6,-5.1,0.8,-2.0,9.1,-11.0,10.3,-2.5
COc1cc(/C=C2\C(=N)N3N=C(S(C)(=O)=O)SC3=NC2=O)ccc1OC(=O)c1cccs1,-10.5,104.2,-1.9,4.9,-1.6,-1.3,-1.0,-4.3,6.5,-6.2

# Only RTF Ca sens act, for some of the entries so far:
SMILES	RTF Ca sens act
O=C(NNC(=O)c1cccs1)c1cccc(F)c1	-1.2
Cc1ccc(CNC(=O)CN2C(=O)COc3ccc(S(=O)(=O)N4CCC(C)CC4)cc32)o1	0.2
O[C@@H]([C@H](O)[C@H](O)CBr)[C@H](O)CBr	7.5
COc1ccc(S(=O)(=O)n2nc(OC(C)=O)cc2N)cc1	11.5
CCOC(=O)c1cnc2cc(Cl)c(OC)cc2c1NCC1CCCO1 (stereo not drawn)	3.5

# Assay outcomes deposited in PubChem by several laboratories.
